Cardio protect – protects H9c2 cardiomyocytes from peroxide injury. hit rate 0.63% among 360,000. AID 588492. protection from H2O2 cell death, % at 20 µM. H2O2 injury protection, ATPLite, 2 h;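 active = compounds giving at least 50% protection of heart cells from peroxide-induced death in the single-dose screen, raw or plate-pattern-corrected value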;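 also: 0% = DMSO wells with peroxide and 100% = DMSO wells without peroxide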
MC4R antagonist – human MC4R antagonism in cAMP assay. P32245. MC4R-expressing cells, MTII-stimulated cAMP, LANCE TR-FRET. inhibition, % at 6.5 µM. hit rate 0.48% among 360,000. AID 540295;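 active = inhibition above its plate's cutoff, the mean of tested wells on that plate plus 3 SD, cut at about 29% in these data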;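 also: 0% = Melanotan II alone and 100% = Melanotan II plus saturating MCL0020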
Target sequence (P32245 whole entry, looked up): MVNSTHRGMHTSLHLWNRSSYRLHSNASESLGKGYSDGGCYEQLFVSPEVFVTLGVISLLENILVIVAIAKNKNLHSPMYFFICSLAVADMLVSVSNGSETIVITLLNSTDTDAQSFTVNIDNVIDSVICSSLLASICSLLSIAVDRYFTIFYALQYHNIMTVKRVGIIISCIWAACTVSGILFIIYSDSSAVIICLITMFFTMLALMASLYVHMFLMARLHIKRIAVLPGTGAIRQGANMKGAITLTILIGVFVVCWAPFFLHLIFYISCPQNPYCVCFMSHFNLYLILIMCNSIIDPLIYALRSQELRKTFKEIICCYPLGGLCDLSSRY
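Material – human MC4R-expressing U2OS cells · Repeats – no replicates · Detection – TR-FRET with Eu-cAMP and labeled anti-cAMP, 671 nm · Times – compound 30 min, challenge 1 h, detection 1 h · Compound – single nominal compound dose of 6.5 µM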
ABHD5 PLIN5 PPI – blocks binding of human ABHD5 to perilipin-5. AID 602281. inhibition, % at 4 µM. Split G. princeps luciferase complementation, luminescence, 4 h. Q00G26+Q8WTS1. hit rate 0.78% among 360,000;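 active = inhibition above the mean inhibition across every tested compound plus 3 SD, cut at about 22% in these data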;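 also: 0% = DMSO only wells and the 100% control is not disclosed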
TLR9-MyD88 inh – TLR9-MyD88 interaction inhibition | CHO BLA complementation TLR9-MyD88, CCF4 FRET ratio | inhibition, % at 4.98 µM | Q9NR96+Q99836 | hit rate 0.21% among 340,000 | AID 504734;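 active = inhibition above the mean over all tested compounds plus 3 SD, cut at about 21% in these data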;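 also: 0% = DMSO only wells and 100% = clavulanate BLA inhibitor control wells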
m5-HT2A agonist – mouse HTR2A agonism via beta-arrestin recruitment. P35363. CHO-K1 mHTR2A beta-arrestin complementation, luminescence; percent of 30 µM serotonin response. activation, % at 7.6 µM. hit rate 0.66% among 360,000. AID 624169;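 active = activation above a run cutoff, the mean activation of all tested compounds plus 3 SD, cut at about 14% in these data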;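 also: 0% = plate median of compound wells and 100% = 30 µM serotonin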
MC4R barr agon – agonists of human melanocortin 4 receptor (MC4R) beta-arrestin | P32245 | U2OS MC4R beta-arrestin complementation, luminescence; percent of melanotan II response, DMSO zero | activation, % at 8.9 µM | hit rate 0.98% among 360,000 | AID 540308;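 active = activation above a per-plate cutoff, the mean activation of sample wells on that plate plus 3 SD, cut at about 8% in these data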
NOD2 RIPK2 PPI – NOD2-RIPK2 protein interaction inhibition. O43353. CHO BLA complementation NOD2-RIPK2, CCF4 ratio. inhibition, % at 4.98 µM. hit rate 0.38% among 360,000; in the data active = inhibition above about 21%;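 also: 0% = vehicle only and 100% = reference blocker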
Target sequence (O43353 whole entry, looked up): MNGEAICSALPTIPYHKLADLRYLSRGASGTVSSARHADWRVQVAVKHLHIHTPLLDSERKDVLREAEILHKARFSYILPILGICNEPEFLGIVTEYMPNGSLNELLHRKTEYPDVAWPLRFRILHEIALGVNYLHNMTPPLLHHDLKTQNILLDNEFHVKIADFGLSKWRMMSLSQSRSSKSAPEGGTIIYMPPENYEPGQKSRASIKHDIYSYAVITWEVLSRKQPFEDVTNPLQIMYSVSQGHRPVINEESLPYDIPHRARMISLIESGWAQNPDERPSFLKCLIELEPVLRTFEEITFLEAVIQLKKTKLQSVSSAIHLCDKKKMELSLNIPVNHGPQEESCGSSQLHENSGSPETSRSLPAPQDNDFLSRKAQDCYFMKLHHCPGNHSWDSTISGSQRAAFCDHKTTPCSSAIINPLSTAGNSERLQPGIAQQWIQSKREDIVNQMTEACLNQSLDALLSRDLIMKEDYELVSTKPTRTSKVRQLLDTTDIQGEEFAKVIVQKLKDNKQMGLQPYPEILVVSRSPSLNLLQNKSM
SRC2 inh – human SRC2 (NCOA2) inhibition; Q15596; HEK293 GAL4-SRC2 luciferase reporter, luminescence; inhibition, % at 9 µM; hit rate 0.17% among 370,000; AID 651957;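 active = inhibition above the mean inhibition of all tested compounds plus 3 SD, set per campaign, cut at about 52% in these data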;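 also: 0% = DMSO treated cells and 100% = cells given Gossypol at 36 µM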
ABCB6 inh 2 – inhibitors of human ABC transporter ABCB6; AID 602162; K562-ABCB6 porphyrin accumulation, flow cytometry, 1 h; hits give low values; hit rate 0.19% among 360,000; fluorescence ratio to DMSO, % at 10 µM;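 active = fluorescence ratio to DMSO below 75%, the collection mean minus 3 SD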;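 also: signal is porphyrin accumulated inside mitochondria; 100% equals median channel fluorescence of DMSO control wells; lower ratio means ABCB6 inhibition with less porphyrin fluorescence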
N-glyco inh – blocks N-linked glycosylation in D54 reporter cells | hit rate 0.23% among 360,000 | D54 ERlucT glycosylation luciferase reporter, 24 h; percent of 100 nM tunicamycin response | reporter increase, % at 12.5 µM | AID 588692;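 active = mean luciferase reporter signal, scaled so untreated is 0 and the glycosylation-blocking control 100, at or above a set limit in every replicate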;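 also: luciferase carries N-glycosylation sites so blocking glycosylation raises the light; 0% = median of neutral control wells and 100% = median of 100 nM tunicamycin wells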
Active calls of the source: *; · = not tested or not shown. Not all compounds are listed (hit frequency here may not be typical).

SMILES	Cardio protect	MC4R antagonist	ABHD5 PLIN5 PPI	TLR9-MyD88 inh	m5-HT2A agonist	MC4R barr agon	NOD2 RIPK2 PPI	SRC2 inh	ABCB6 inh 2	N-glyco inh
COc1ccc(CNC(=O)CCC(=O)c2ccc(F)cc2)cc1OC	1	7	-5	-10	5	-0.2	7	-9	96	2
C[C@H](CO)N1C[C@H](C)[C@@H](CN(C)S(=O)(=O)c2ccccc2)Oc2c(NC(=O)Nc3ccc(C(F)(F)F)cc3)cccc2C1=O	2	11	1	-10	-5	0.8	8	-8	98	3
CN(C)CCN(C(=O)c1ccc2c(c1)CCCC2)c1nc2cc3c(cc2s1)OCCO3	-1	3	1	-12	-10	-1.6	-3	-20	95	-4
COc1ccc(C2=Nc3ccc(Br)cc3C(c3ccccc3)N2CC(=O)NN)cc1 (configuration not stated)	-3	12	1	1	-1	-0.4	-6	-7	102	-2
COc1ccc(N2CCOCC2)c(NC(=O)c2cccnc2)c1	6	-9	3	-17	0	0.6	-18	2	106	-2
COc1ccc(C2=COc3ccccc3C(=O)N2)cc1	22	10	0	-5	4	-2.1	-11	-22	99	2
Cc1cc(C)cc(OCc2nnc(SCC(=O)N3CCN(c4ccccc4)CC3)o2)c1	-15	0	7	-1	-6	10.0*	3	13	106	-1
O=S1(=O)N=C(N(CCO)/N=C/c2ccc(Br)cc2)c2ccccc21	0	2	8	-1	-4	0.9	4	-15	106	0
CCCCn1nnnc1C(c1ccccc1)N1CCN(c2ccc(C)cc2)CC1 (configuration not stated)	·	·	-5	·	-4	·	8	-14	102	·
Cn1ncc([N+](=O)[O-])c1C(=O)Nc1ccc(-c2ccccc2)cc1	-8	-2	-13	-14	-4	0.6	-7	-18	95	-2
COc1cc(-c2noc(C)c2C(=O)NCC[C@@H]2CCCN2C)cc(OC)c1OC	0	3	-4	-8	8	0.4	1	-20	101	2
COc1ccc(C2(CN(C(C)=O)C(C)=O)CCCC2)cc1OC	10	0	-1	0	3	-2.9	-6	-10	105	2
CCOC(=O)N1CCC(N2Cc3cccc(C(=O)NCc4ccc5c(c4)OCO5)c3C2=O)CC1	9	5	-1	14	3	-3.9	-10	10	97	-2
CC(C)N(Cc1nnc(-c2ccc(Cl)cc2)o1)C(=O)c1cc2ccccc2o1	-2	2	2	4	-7	1.1	12	-1	97	0
Cc1cc(C(=O)NC2CCCC(C)C2C)c2ccccc2n1 (configuration not stated)	-6	-3	5	0	1	-3.1	-16	-12	101	0
O=C(COc1ccccc1Cl)c1ccc2c(c1)CCCC2	-28	6	-8	5	0	-0.7	-3	-30	102	-2
CC1(C(=O)OCC(=O)Nc2ccccc2)CC1(Cl)Cl (configuration not stated)	0	-3	-8	6	-6	-0.2	0	-53	100	-2
O=C(COC(=O)c1cc(Br)ccc1O)Nc1cccnc1Cl	4	19	3	6	1	-1.5	0	-11	96	2
CCN1/C(=C/c2cc[n+](CCCS(=O)(=O)[O-])c3ccccc23)Sc2ccccc21	-7	-6	5	0	2	-0.7	-9	19	291	4
O=C(Nc1nccs1)c1ccccc1Br	0	14	-7	-11	1	1.5	4	-7	97	0
Cc1cn([C@H]2C[C@H](O)[C@@H](CNCc3cnc(N4CCOCC4)nc3)O2)c(=O)[nH]c1=O	-3	21	2	0	-4	0.1	-3	-13	103	2
COCCn1nnnc1C(c1cccc(C(F)(F)F)c1)N1CCOCC1 (configuration not stated)	24	5	-1	5	-2	-1.6	4	8	109	3
CCc1cccc(NC(=O)COC(=O)c2cc([N+](=O)[O-])ccc2N2CCOCC2)c1	-2	9	-2	3	-16	-3.4	-7	-8	97	7
CCCCN1CC[C@H]2C=CC[C@@H](C(=O)Nc3ccccc3)[C@H]2C1=O	-3	2	-2	-3	4	-0.9	6	-2	94	2

Laid out differently: two of the compounds above.
CC1(C(=O)OCC(=O)Nc2ccccc2)CC1(Cl)Cl (configuration not stated)
  Cardio protect: 0 | MC4R antagonist: -3 | ABHD5 PLIN5 PPI: -8 | TLR9-MyD88 inh: 6 | m5-HT2A agonist: -6 | MC4R barr agon: -0.2 | NOD2 RIPK2 PPI: 0 | SRC2 inh: -53 | ABCB6 inh 2: 100 | N-glyco inh: -2

O=C(COC(=O)c1cc(Br)ccc1O)Nc1cccnc1Cl
  Cardio protect: 4 | MC4R antagonist: 19 | ABHD5 PLIN5 PPI: 3 | TLR9-MyD88 inh: 6 | m5-HT2A agonist: 1 | MC4R barr agon: -1.5 | NOD2 RIPK2 PPI: 0 | SRC2 inh: -11 | ABCB6 inh 2: 96 | N-glyco inh: 2

Continuation:
SMILES	Cardio protect	MC4R antagonist	ABHD5 PLIN5 PPI	TLR9-MyD88 inh	m5-HT2A agonist	MC4R barr agon	NOD2 RIPK2 PPI	SRC2 inh	ABCB6 inh 2	N-glyco inh
OCCC1CN(Cc2cccc3nccnc23)CCN1Cc1ccc(F)cc1 (configuration not stated)	-9	5	-5	1	-5	-1.3	-5	4	98	0
O=C1c2ccccc2C(=O)N1C/C=C/c1ccccc1	-2	10	1	7	-1	-1.0	-2	-4	94	-2
COc1ccc(C(=O)Nc2nc3cc4c(cc3s2)OCO4)c(OC)c1	-9	-4	0	-7	1	-1.4	-2	-40	91	-11
CCN(C(=O)CSc1nc2ccccc2n1CC(C)C)c1c(N)n(Cc2ccccc2)c(=O)[nH]c1=O	1	-4	0	-4	6	-1.2	1	10	99	-1
O=C(O)c1ccccc1-c1ccccc1C(=O)NCCCO	0	4	-4	-3	-1	-1.6	-9	1	91	-2
CCC(c1nnnn1Cc1ccccc1)N1CCN(c2ccccc2)CC1 (configuration not stated)	1	-3	7	-2	2	0.1	-7	-12	97	-2
CCc1cccc(CC)c1N(COC)C(=O)Cn1cnc2ccccc21	5	26	-2	·	0	-1.8	-8	-21	100	-1
COc1ccc(Cc2nnc(SCC(=O)NC3CCCC3)o2)cc1	-3	5	4	4	-1	-1.2	-3	-58	89	2
CCCCNC(=S)Nc1ccc2nc(N3CCN(CC)CC3)cc(C)c2c1	-3	0	11	-6	-10	-1.0	6	-9	96	-6
CCOC(=O)[C@H]1[C@H]2COc3ccc(C)cc3[C@@H]2N2C(=O)c3cc(F)c(F)cc3NC(=O)[C@@]12C	11	3	-5	-7	10	-1.4	-6	-14	103	-3
CN(C(=O)c1ccoc1)c1ccc2ccccc2c1	-7	3	-1	8	-2	-2.9	-3	-23	93	8
CCC(C)NS(=O)(=O)c1ccc(N)cc1 (configuration not stated)	7	-5	3	10	2	-2.1	-11	-2	100	3
CC(=O)c1ccc(OCCCC(=O)Nc2nnc(C3CC3)s2)cc1	1	5	1	4	2	1.4	-17	-29	101	0
Clc1ccc(Oc2nc(Oc3ccc(Cl)cc3)nc(N3CCOCC3)n2)cc1	-13	6	7	4	-1	-1.1	3	6	108	-2
CCN1C(=O)C2CCCCN2c2ccc(C(=O)NCCOC)cc21 (configuration not stated)	2	6	2	-10	5	-0.3	1	17	97	5
CC(=O)c1cccc(CN2CCCC(CCC(=O)NCc3ccccc3F)C2)c1 (configuration not stated)	7	-12	4	0	-1	-2.2	-12	1	101	3
C=CCN1C(=O)C(Cc2cccc(C)c2)SC1=Nc1ccc(C(=O)O)cc1 (configuration not stated)	4	19	-1	10	-7	0.5	4	4	100	2
O=C(NCCCN1CCCC1=O)c1cccc(S(=O)(=O)N2CCN(c3ccc(F)cc3)CC2)c1	-2	11	-9	2	-4	-0.8	-1	20	93	-1
Cc1noc(C)c1C(=O)OCC(=O)NCCc1ccc(Cl)cc1	0	8	5	7	-5	-1.7	-14	-12	100	0
O=C1C(Cc2cccc([N+](=O)[O-])c2)SC(=Nc2ccccc2)N1c1ccccc1 (configuration not stated)	0	23	1	-1	-6	1.6	-5	9	101	-3
CC(=O)c1ccc(N2CCN(C(=O)C3CCCN(S(=O)(=O)c4c(C)[nH]c(=O)[nH]c4=O)C3)CC2)cc1 (configuration not stated)	6	-9	5	0	4	-1.9	7	-8	102	1
CC(OC(=O)c1ccc(-n2cnnn2)cc1)C(=O)Nc1ccccc1[N+](=O)[O-] (configuration not stated)	4	8	6	5	1	0.5	-1	11	96	0
CC1Cc2ccccc2N1C(=O)COC(=O)Cn1nnc(-c2ccccc2)n1 (configuration not stated)	-9	14	0	-10	1	2.3	0	-9	113	1
COc1cc(NC(=O)c2ccc(C(=O)c3ccccc3)cc2)cc(OC)c1OC	-4	4	1	-2	1	1.4	6	-6	99	-2
CCOC(=O)c1c(CN2CCN(CC#N)CC2)n(C)c2cc(Br)c(OC)cc12	4	5	3	3	1	-1.6	-2	-16	98	8
CC(C)(C)c1ccc(NC(=O)NC2CCCc3ccccc32)cc1 (configuration not stated)	-2	-3	-7	-6	-10	0.1	4	8	106	2
Cc1cc(C(O)c2ncc(-c3cccc(F)c3)[nH]2)ccc1F (configuration not stated)	-13	3	-7	·	6	-0.7	-5	-7	93	0
Cc1cc(NC(=O)Cn2cnc3c(nnn3-c3cccc(F)c3)c2=O)no1	7	3	0	-5	-1	-0.2	-3	-24	97	2
CCCOc1ccc(-c2nc(C#N)c(NCC3CCCO3)o2)cc1 (configuration not stated)	-11	11	-2	1	-4	-0.4	2	1	110	0
Cc1oc2c(O)c(O)ccc2c(=O)c1-c1cnn(-c2ccccc2)c1	87*	-7	5	4	-4	-1.7	-1	-6	100	-3
c1ccc(-c2n[nH]c(-c3ccccn3)n2)cc1	-3	-1	10	11	6	1.3	-10	-43	91	-3
COc1ccc(OC)c(N2C(=O)C(Cl)=C(N3CCCCC3)C2=O)c1	3	15	-3	-14	4	1.0	1	8	105	1
O=C(Nc1ccc(F)cc1)c1cccc2ccccc12	0	2	4	-10	1	-0.4	1	-12	95	2
Cc1cc(O)ccc1NC(=O)Cc1cccc2ccccc12	5	2	1	7	3	0.8	-2	1	95	-2
C#CCOCCOCCOCCNc1nc(N2CCN(C(=O)[C@H]([C@@H](C)CC)n3cc([C@@H](N)CC(C)C)nn3)CC2)nc(N2CCN(C(=O)[C@H]([C@@H](C)CC)n3cc([C@@H](N)CC(C)C)nn3)CC2)n1	1	2	18	2	-5	-0.8	-1	2	96	1
C=CCCC(=O)Nc1ccc(Br)cn1	-1	-3	2	9	2	-1.6	-4	-4	95	10
N#CC1(NC(=O)CSc2n[nH]c(-c3ccccc3)n2)CCCCC1	1	-3	-4	-8	5	-1.9	-6	0	95	0
O=C(Nc1ccc2c(c1)CCCN2C(=O)c1cccs1)c1cccc(F)c1	7	22	8	1	-9	-1.7	-6	14	92	-12
O=C(NNc1ccccc1)C(=O)N1CCCCC1	5	8	-3	5	0	-1.3	-1	1	115	4
CC(C)c1nc(SCC(=O)N2CCN(c3ccccc3)CC2)c2c(=O)n(C)c(=O)n(C)c2n1	2	9	-3	-2	0	-1.0	2	0	95	-2
Nc1ccc(Oc2ccccc2-c2ccccc2)cc1	-8	0	-5	-5	-3	0.3	-11	83*	97	-1
NC(=O)COC(=O)CC12CC3CC(CC(C3)C1)C2	13	18	0	3	2	-1.3	-1	-4	102	2
O=C(CNS(=O)(=O)c1ccc(Br)s1)NCc1ccc2c(c1)OCO2	4	4	0	-2	-4	-0.6	3	·	112	0

Screening data from PubChem.
